Screens as filed in PubChem BioAssay.
PI5P4K alpha inh = qHTS for Inhibitors of phosphatidylinositol 5-phosphate 4-kinase (PI5P4K). PI5P4Kalpha enzyme, ADP-Glo luminescence, 60 min; active compounds read low. 330,000 compounds, 1.2% hits. max response, %; active = max response of -50% or lower; inconclusive = between -30% and -50%; inactive = -30% or higher; also: value at the top dose of about 77 µM; % is scaled to controls: 0 for no effect and ±100 for the full control effect
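PI5P4Kalpha ADP-Glo assay; 5 microM ATP final; 60 min RT reaction; HEPES pH 7.4/EGTA/CHAPS, 5% DMSO; controls lacking substrate or enzyme; luminescent end-point.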
EPAC2 agonist = qHTS for Agonist of cAMP-regulated guanine nucleotide exchange factor 4 (EPAC2): primary screen; EPAC2 activation, biochemical qHTS; response scale: 100% = 6.5 mM cAMP response; Potency, µM (titrated, usually from 154 µM), inactives show at the highest dose activation, most hits filed as activators; 360,000 compounds, 0.079% hits; AID 720711, 2013; also: potency is read from the fitted curve at half-maximal effect; nearly all actives have a fitted effect of over 50% in size
Target sequence (Q8WZA2 whole entry, looked up): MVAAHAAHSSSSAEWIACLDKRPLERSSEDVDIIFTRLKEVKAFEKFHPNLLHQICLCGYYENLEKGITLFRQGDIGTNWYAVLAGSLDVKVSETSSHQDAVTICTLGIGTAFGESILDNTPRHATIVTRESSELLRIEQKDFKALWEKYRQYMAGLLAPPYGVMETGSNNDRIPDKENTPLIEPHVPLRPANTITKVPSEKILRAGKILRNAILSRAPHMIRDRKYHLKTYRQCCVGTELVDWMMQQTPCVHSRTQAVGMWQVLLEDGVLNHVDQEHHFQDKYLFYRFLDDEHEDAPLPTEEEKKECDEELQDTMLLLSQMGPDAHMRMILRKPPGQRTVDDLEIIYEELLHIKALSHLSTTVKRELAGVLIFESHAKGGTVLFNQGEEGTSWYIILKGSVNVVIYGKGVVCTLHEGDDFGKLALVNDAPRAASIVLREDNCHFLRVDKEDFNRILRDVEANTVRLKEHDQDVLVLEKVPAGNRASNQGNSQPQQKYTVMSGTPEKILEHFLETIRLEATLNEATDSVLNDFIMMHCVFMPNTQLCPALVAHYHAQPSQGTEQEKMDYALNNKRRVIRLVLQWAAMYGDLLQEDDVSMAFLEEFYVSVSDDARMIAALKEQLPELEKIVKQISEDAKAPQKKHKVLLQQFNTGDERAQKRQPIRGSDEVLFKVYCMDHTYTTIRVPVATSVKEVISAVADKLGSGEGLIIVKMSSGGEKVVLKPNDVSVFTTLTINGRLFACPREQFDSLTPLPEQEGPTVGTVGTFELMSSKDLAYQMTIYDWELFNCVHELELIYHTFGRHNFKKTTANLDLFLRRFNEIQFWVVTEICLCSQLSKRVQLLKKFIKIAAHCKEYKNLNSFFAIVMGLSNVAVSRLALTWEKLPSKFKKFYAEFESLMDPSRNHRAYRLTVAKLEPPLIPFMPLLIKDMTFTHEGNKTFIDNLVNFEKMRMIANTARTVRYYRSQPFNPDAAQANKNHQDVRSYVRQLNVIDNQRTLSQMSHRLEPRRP
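Nucleotide exchange monitored as fluorescence drop when BODIPY-GDP leaves Rap1B. Reaction: 100 nM EPAC2, 250 nM RAP1B-BODIPY-GDP, 50 uM GDP, room temperature, kinetic read over 30 min. Activity expressed relative to 6.5 mM cAMP.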
CCT modulator = High-Throughput Screening for Modulators of Cytosolic Chaperonin Activity; AID 651819, 2012; 360,000 compounds, 0.3% hits; purified chaperonin ATPase assay, HTRF ADP detection, 30 min; activity change, % (concentration not given with the values), hits read low; in the data active = activity change below about -30%; also: % is scaled to controls: 0 for no effect and ±100 for the full control effect
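Enzyme 40 or 20 nM (batch-dependent) in Tris pH 7.4/KCl/MgCl2/DTT; cpd 76 uM single point; ATP 10 uM; 30 min 37 °C; Transcreener ADP HTRF detection, 30 min RT; ratio 665/615.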
WRN inhibitor = qHTS for Inhibitors of WRN Helicase; Bifunctional 3'-5' exonuclease/ATP-dependent helicase WRN (Homo sapiens), Q14191; WRN helicase unwinding, fluorescent forked duplex, kinetic; Potency, µM (series often up to 114 µM), inactives show top-dose activity change, negative = inhibition, usual class: inhibitors; 360,000 compounds, 0.46% hits; AID 651768, 2012; also: potency is read from the fitted curve at half-maximal effect; % is scaled to controls: 0 for no effect and ±100 for the full control effect; nearly all actives have a fitted effect of over 55% in size
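Screening of the MLSMR collection measured strand separation of a quenched forked DNA duplex (100 nM) by 20 nM WRN with 2 mM ATP, all final. Compounds were preincubated with enzyme 15 min at room temperature.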
EPAC1 antag = qHTS for Antagonist of cAMP-regulated guanine nucleotide exchange factor 3 (EPAC1): primary screen | AID 720709, 2013 | 360,000 compounds, 0.14% hits | Potency, µM (highest dose often 115 µM), for the others: top-dose activity change, negative = inhibition, usual class: inhibitors | Rap guanine nucleotide exchange factor 3 (Homo sapiens), O95398 | EPAC1 GEF assay, Rap1b-BODIPY-GDP exchange fluorescence;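 also: potency is read from the fitted curve at half-maximal effect; plate controls were vehicle for no effect and positive control for full effect; nearly all actives have a fitted effect of over 50% in size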
EPAC1 ag = qHTS for Agonist of cAMP-regulated guanine nucleotide exchange factor 3 (EPAC1): primary screen. EPAC1 agonist qHTS, biochemical assay; response scale: 100% = response to 6.5 mM cAMP. Potency, µM (doses to about 154 µM), for the others: at the top dose activation, most hits filed as activators. 360,000 compounds, 0.073% hits. AID 720707, 2013; also: potency is read from the fitted curve at half-maximal effect; nearly all actives have a fitted effect of over 60% in size
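Multi-concentration qHTS readout: loss of Rap1B-bound BODIPY-GDP fluorescence driven by 100 nM EPAC1 with excess GDP (50 uM), monitored kinetically at room temperature; agonist response expressed relative to 6.5 mM cAMP.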
PLK1 PBD block = qHTS for Inhibitors of PLK1-PDB (polo-like kinase 1 - polo-box domain): Primary Screen. Serine/threonine-protein kinase PLK1 (Homo sapiens), P53350. 360,000 compounds, 2.8% hits. Plk1 PBD binding of FITC phosphopeptide, fluorescence polarization. Potency, µM, inactives show max response, negative = inhibition, hits mostly inhibitors; also: potency is read from the fitted curve at half-maximal effect; series mostly up to about 57 µM; % is scaled to controls: 0 for no effect and ±100 for the full control effect; nearly all actives have a fitted effect of over 65% in size
IL2 activator = qHTS of IL-2 Activators | activation, % (series mostly up to about 46 µM) | AID 652025, 2013 | IL-2 activation reporter assay, cell-based qHTS; stimulated with anti-CD3/CD4/CD28 beads; in transgenic mouse T cells | 360,000 compounds, 0.065% hits; in the data active = activation above about 50%; inconclusive = mostly about 30% to 49%; also: 0% is about no effect
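Unstimulated transgenic mouse T cells preincubated 60 min with compound, then stimulated with anti-CD3/anti-CD4-coated beads plus anti-CD28 for 18 h at 37 degrees C. IL-2 response read as EGFP and DsRed fluorescence by plate cytometry.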
Numbers without * were called inactive; ? = inconclusive; · = not tested or not shown; & = joins results of further samples; [ ] = another dose, or the depositor's remark. Unless noted, calls follow the shape of the dose curve; as a rule, active = well fitted curve in the direction sought with a large enough effect; inconclusive = small, poorly fitted or top-dose-only effect, or another doubt; inactive = no such curve, though single readings can be large; an effect the other way counts as inactive or inconclusive. Not all compounds are listed, so the mix of outcomes need not match the whole.

| PI5P4K alpha inh | EPAC2 agonist | CCT modulator | WRN inhibitor | EPAC1 antag | SMILES | EPAC1 ag | PLK1 PBD block | IL2 activator |
| --- | --- | --- | --- | --- | --- | --- | --- | --- |
| 8 | 11% | -2.5 | 7% | -8% | CCCS(=O)(=O)NC(=O)C1(C)CCCN(C(=O)c2oc3ccccc3c2C)C1 (stereo not drawn) | 13% | -5% | 0.7 |
| -2&3 | -3%&-9% | -0.7&-1.0 | -4%&-6% | 0%&2% | Cc1ccc(C(=O)Nc2cccc(C(F)(F)F)c2)cc1NC(=O)c1csc(-c2ccncc2)n1 | -13%&8% | -13%&-7% | -3.3&-0.2 |
| · | -1% | -1.2 | 7% | 11% | CCCCOC(=O)C(C)Nc1n[nH]c(=S)[nH]c1=O (stereo not drawn) | 3% | 27µM* | -1.4 |
| · | 8% | -0.3 | -18% | -13% | Cc1sc(NC(=O)c2ccco2)nc1-c1ccc2c(c1)CC(C)N2C(=O)C1CC1 (stereo not drawn) | 13% | -17% | -1.8 |
| ? | 3% | 0.4 | -11% | -13% | O=S(=O)(NC(=S)NC1CCCCC1)c1cccs1 | 5% | ? | -2.1 |
| -2 | 4% | 0.0 | 6% | -13% | O=C(Nc1ccc(C(F)(F)F)cc1)c1csc(-c2ccncc2)n1 | 1% | -14% | -1.5 |
| 0 | 0% | -0.1 | -2% | -11% | CCOC(=O)N1CCN(C(=O)COC(=O)C2CCN(S(=O)(=O)c3c(C)c(C)cc(C)c3C)CC2)CC1 | ? | -5% | -1.4 |
| 0 | 0% | -0.2 | 7% | -9% | COc1ccc(-c2ccc(C#N)c(SCC(=O)NCCc3ccccc3)n2)cc1OC | -6% | 4% | -3.6 |
| -1 | 6% | -3.6 | -2% | -5% | COc1ccc(OC)c(/C=C/C(=O)NCCc2nc3ccccc3[nH]2)c1 | 4% | -5% | -2.2 |
| 3 | 9% | 0.6 | -14% | 0% | CC1Cc2ccccc2N1S(=O)(=O)c1cnc(Cl)c(Cl)c1 (stereo not drawn) | 1% | -10% | 0.3 |
| 0 | 2% | -1.6 | 4% | -4% | Cc1ccc(S(=O)(=O)N2CCC(=O)N(CCOC(=O)Nc3ccc(F)cc3)CC2)cc1 | -3% | -1% | 0.2 |
| 1 | -2% | 0.4 | -5% | 2% | COc1ccc(CC(=O)OCC(=O)N(CC(C)C)c2c(N)n(Cc3ccccc3)c(=O)[nH]c2=O)cc1 | -19% | -2% | 1.2 |
| · | -2% | -0.4 | -4% | 0% | Cn1cnnc1SCCC(=O)Nc1ccc(Cl)cc1 | 1% | -2% | -1.2 |
| -19 | 24% | -0.8 | ? | -26% | NC(=O)c1cc(-c2csc(NCCc3ccccc3)n2)ccc1O | 20% | 30µM* | 0.5 |
| -21 | 15% | 0.0 | ? | -15% | Clc1nc(Cl)c2ncn(-c3ccccc3)c2n1 | 3% | -22% | -0.6 |
| 1 | 0% | 1.2 | -14% | -23% | Cc1c(OCC(=O)N[C@@H](Cc2ccccc2)C(=O)O)ccc2c3c(c(=O)oc12)CCC3 | -1% | -10% | -0.6 |
| 7 | 7% | 0.5 | -2% | -7% | Cc1cccc(CNC(=O)C2CCCN(c3nn4c(=O)cc(C)nc4s3)C2)c1 (stereo not drawn) | -1% | 3% | 2.7 |
| -1 | -2% | 0.2 | 0% | -4% | CCc1nnc(NC(=O)C2CCN(C(=O)c3ccccc3C)CC2)s1 | -5% | -3% | -1.2 |
| 5 | 6% | -3.4 | 4% | -3% | O=C(Nc1ccc2c(c1)OCO2)Nc1ccc(Cl)cc1Cl | 8% | 1% | -0.4 |
| -16 | -7% | -0.6 | ? | ? | CN1CCN(S(=O)(=O)c2ccc(N3CCN(c4ccc(O)cc4)CC3)c([N+](=O)[O-])c2)CC1 | -14% | -1% | 0.0 |
| 3 | 2% | 3.0 | -14% | -6% | CN(CC(=O)Nc1ccccc1Cl)C(=O)c1cccc(S(=O)(=O)N2CCN(Cc3ccccc3)CC2)c1 | 4% | -4% | -0.3 |
| -5 | 2% | -1.3 | -4% | 4% | CCOC(=O)c1nnn(-c2nc(OC)nc(N3CCCC3)n2)c1-c1ccccc1 | -3% | -1% | -0.5 |
| · | 8% | 0.9 | -6% | -3% | COc1ccc(C(C(=O)NC(C)(C)C)N(C(=O)CNC(=O)c2cccs2)c2ccc(C(C)C)cc2)cc1OC (stereo not drawn) | 0% | 1% | 1.1 |
| · | -8% | -9.0 | -3% | 2% | NC(=O)c1nsc(C(=O)N(CCc2ccccc2)C(C(=O)NC2CCCC2)c2ccco2)c1N (stereo not drawn) | -11% | 0% | -1.2 |
| 1 | -7% | -0.2 | -9% | -24% | COc1cccc(C(O)c2ncc(-c3ccc(Cl)cc3)[nH]2)c1 (stereo not drawn) | -10% | 1% | -0.3 |

| PI5P4K alpha inh | EPAC2 agonist | CCT modulator | WRN inhibitor | EPAC1 antag | SMILES | EPAC1 ag | PLK1 PBD block | IL2 activator |
| --- | --- | --- | --- | --- | --- | --- | --- | --- |
| ? | -10% | 2.4 | -5% | 16% | O=C(O)/C=C/C(=O)NC1CCC(CC2CCC(NC(=O)/C=C/C(=O)O)CC2)CC1 (stereo not drawn) | -3% | -4% | -0.9 |
| · | -6% | -0.2 | -3% | 7% | CCCCCc1nnc(NC(=O)CS(=O)(=O)Cc2ccccc2)s1 | -2% | -3% | -1.1 |
| 0 | 12% | 1.4 | -8% | 2% | CN(C(=O)c1cccc(S(=O)(=O)N2CCOCC2)c1)c1c(N)n(Cc2ccccc2)c(=O)[nH]c1=O | 8% | -10% | -0.5 |
| -2 | 14% | 1.0 | -7% | 4% | CCOC(=O)c1nnn(-c2nonc2-n2cccc2)c1CCl | 5% | -10% | -0.3 |
| 11 | -3% | -0.1 | -1% | -13% | Cc1cc(C)c(C(=O)c2ccc(C(=O)N3CCCCC3)cc2)c(C)c1 | 2% | -5% | -1.6 |
| 3 | -1% | 0.6 | -17% | -12% | CC(C)CCn1c(Oc2ccc(Cl)cc2)nc2c1c(=O)n(C)c(=O)n2C | 7% | -6% | 0.6 |
| 5 | 21% | -2.9 | -6% | -5% | CCOC(=O)c1ccccc1NC(=O)CN(c1ccccc1C)S(C)(=O)=O | 9% | -7% | -2.0 |
| ? | 10% | -0.5 | -16% | -12% | CC(=O)C1C(=O)c2c(cccc2[N+](=O)[O-])C1=Nc1ccc(S(N)(=O)=O)cc1 (stereo not drawn) | 7% | ? | -1.3 |
| · | 7% | 0.3 | 4% | 14% | CCC(=NCCN1CCNCC1)C1=C(O)CC(C)(C)CC1=O | 0% | -9% | -3.3 |
| 3 | 0% | -2.3 | 2% | 4% | Cc1cc(C)n(C(=O)Cc2cn3ccsc3n2)n1 | 0% | -3% | 0.0 |
| -2 | -5% | -1.2 | -4% | 1% | CCCc1nc(SCC(=O)Nc2ccccc2OC)c2c(=O)n(C)c(=O)n(C)c2n1 | 10% | -4% | -4.2 |
| 0 | -10% | -0.2 | 0%[57.1 µM] | -10% | Clc1ccc(-n2ncc3c(NCc4ccc5c(c4)OCO5)ncnc32)cc1 | 5% | 3% | -1.9 |
| 7 | -2% | 0.8 | -11% | 4% | Cc1nc(NCC2CCCO2)[nH]c(=O)c1CCC(C)C (stereo not drawn) | 11% | -10% | -0.5 |
| 3 | 10% | -1.2 | -6% | 5% | COC(=O)c1ccccc1NC(=O)CSc1nncn1C | 6% | -18% | -1.8 |
| 0 | 9% | -3.2 | 5% | 14% | Cc1ccc(Cl)cc1NC(=O)c1ccccc1OCC(=O)N1CCOCC1 | 4% | -21% | -4.2 |
| 1 | 11% | -0.2 | 1%[57.1 µM] | 0% | COC(=O)C(C)NC(=O)C12CC3CC(C1)CC(c1ccc(C)cc1)(C3)C2 (stereo not drawn) | 0% | -18% | -2.7 |
| ? | -28% | -0.5 | ? | -17% | CCCn1nc([N+](=O)[O-])c(C(C#N)c2nc3ccccc3o2)c(Cl)c1=O (stereo not drawn) | -10% | 30µM* | -3.0 |
| 6 | 22% | 0.6 | 1% | 10% | CCN(CC)c1nc(N2CCOCC2)c(C#N)c2c1CN(C)CC2 | 11% | 0% | -0.7 |
| 2 | 0% | -0.2 | 7% | -18% | COc1ccc(NC(=O)NNC(=O)COc2ccc3ccccc3c2)cc1OC | -7% | -20% | -0.9 |

A second format for some results above:
PI5P4K alpha inh	EPAC2 agonist	CCT modulator	WRN inhibitor	EPAC1 antag	EPAC1 ag	PLK1 PBD block	IL2 activator	structure
-2	-5%	-1.2	-4%	1%	10%	-4%	-4.2	CCCc1nc(SCC(=O)Nc2ccccc2OC)c2c(=O)n(C)c(=O)n(C)c2n1
0	-10%	-0.2	0%[57.1 µM]	-10%	5%	3%	-1.9	Clc1ccc(-n2ncc3c(NCc4ccc5c(c4)OCO5)ncnc32)cc1
7	-2%	0.8	-11%	4%	11%	-10%	-0.5	Cc1nc(NCC2CCCO2)[nH]c(=O)c1CCC(C)C (stereo not drawn)
3	10%	-1.2	-6%	5%	6%	-18%	-1.8	COC(=O)c1ccccc1NC(=O)CSc1nncn1C
0	9%	-3.2	5%	14%	4%	-21%	-4.2	Cc1ccc(Cl)cc1NC(=O)c1ccccc1OCC(=O)N1CCOCC1
1	11%	-0.2	1%[57.1 µM]	0%	0%	-18%	-2.7	COC(=O)C(C)NC(=O)C12CC3CC(C1)CC(c1ccc(C)cc1)(C3)C2 (stereo not drawn)
?	-28%	-0.5	?	-17%	-10%	30µM*	-3.0	CCCn1nc([N+](=O)[O-])c(C(C#N)c2nc3ccccc3o2)c(Cl)c1=O (stereo not drawn)
6	22%	0.6	1%	10%	11%	0%	-0.7	CCN(CC)c1nc(N2CCOCC2)c(C#N)c2c1CN(C)CC2
